SRC2 inh: inhibits human steroid receptor coactivator 2. Q15596. HEK293 GAL4-SRC2 luciferase reporter, luminescence. inhibition, % at 9 µM. actives 0.17% (n = 370,000). AID 651957;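 active = inhibition above the mean inhibition of all tested compounds plus 3 SD, set per campaign, cut at about 52% in these data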;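 also: 0% = DMSO treated cells and 100% = cells given Gossypol at 36 µM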
KKLEB tox: reduces viability of KKLEB cystic fibrosis airway cells | KKLEB CF airway cells viability, ATPlite luminescence, overnight; active compounds read low; cells stimulated with P. aeruginosa culture filtrate | activity change (cytotoxicity), % at 5 µM | actives 0.36% (n = 360,000);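 active = corrected activity change at or below -50% at 5 µM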
LRH-1 inv ag: inverse agonists of human LRH-1 (NR5A2); O00482; HEK293T StAR-luciferase reporter, LRH-1 transfected, 24 h; inhibition, % at 3.6 µM; actives 0.13% (n = 360,000); AID 602396;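 active = inhibition above the mean inhibition of all tested compounds plus 3 SD, cut at about 73% in these data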;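 also: 0% = DMSO wells and 100% = reporter-only cells lacking LRH-1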
TWEAK-Fn14 inh: blocks TWEAK-Fn14 interaction in a reporter cell assay; TWEAK-stimulated Fn14 reporter cells, luciferase luminescence, 8 h; inhibition, % at 10 µM; actives 2% (n = 360,000); AID 1159606; in the data active = inhibition above about 50%
NCOA1 inh: inhibitors of human steroid receptor coactivator 1 (SRC1); HEK293 GAL4-SRC1 luciferase reporter, luminescence; inhibition, % at 3.6 µM; actives 0.12% (n = 360,000); AID 588354;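 active = inhibition above the campaign mean plus 3 SD, with each screening campaign given its own cutoff, cut at about 60% in these data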;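 also: 0% = DMSO treated cells and 100% = gossypol at 36 µM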
Target sequence (Q15788 whole entry, looked up, the tested form may be a part): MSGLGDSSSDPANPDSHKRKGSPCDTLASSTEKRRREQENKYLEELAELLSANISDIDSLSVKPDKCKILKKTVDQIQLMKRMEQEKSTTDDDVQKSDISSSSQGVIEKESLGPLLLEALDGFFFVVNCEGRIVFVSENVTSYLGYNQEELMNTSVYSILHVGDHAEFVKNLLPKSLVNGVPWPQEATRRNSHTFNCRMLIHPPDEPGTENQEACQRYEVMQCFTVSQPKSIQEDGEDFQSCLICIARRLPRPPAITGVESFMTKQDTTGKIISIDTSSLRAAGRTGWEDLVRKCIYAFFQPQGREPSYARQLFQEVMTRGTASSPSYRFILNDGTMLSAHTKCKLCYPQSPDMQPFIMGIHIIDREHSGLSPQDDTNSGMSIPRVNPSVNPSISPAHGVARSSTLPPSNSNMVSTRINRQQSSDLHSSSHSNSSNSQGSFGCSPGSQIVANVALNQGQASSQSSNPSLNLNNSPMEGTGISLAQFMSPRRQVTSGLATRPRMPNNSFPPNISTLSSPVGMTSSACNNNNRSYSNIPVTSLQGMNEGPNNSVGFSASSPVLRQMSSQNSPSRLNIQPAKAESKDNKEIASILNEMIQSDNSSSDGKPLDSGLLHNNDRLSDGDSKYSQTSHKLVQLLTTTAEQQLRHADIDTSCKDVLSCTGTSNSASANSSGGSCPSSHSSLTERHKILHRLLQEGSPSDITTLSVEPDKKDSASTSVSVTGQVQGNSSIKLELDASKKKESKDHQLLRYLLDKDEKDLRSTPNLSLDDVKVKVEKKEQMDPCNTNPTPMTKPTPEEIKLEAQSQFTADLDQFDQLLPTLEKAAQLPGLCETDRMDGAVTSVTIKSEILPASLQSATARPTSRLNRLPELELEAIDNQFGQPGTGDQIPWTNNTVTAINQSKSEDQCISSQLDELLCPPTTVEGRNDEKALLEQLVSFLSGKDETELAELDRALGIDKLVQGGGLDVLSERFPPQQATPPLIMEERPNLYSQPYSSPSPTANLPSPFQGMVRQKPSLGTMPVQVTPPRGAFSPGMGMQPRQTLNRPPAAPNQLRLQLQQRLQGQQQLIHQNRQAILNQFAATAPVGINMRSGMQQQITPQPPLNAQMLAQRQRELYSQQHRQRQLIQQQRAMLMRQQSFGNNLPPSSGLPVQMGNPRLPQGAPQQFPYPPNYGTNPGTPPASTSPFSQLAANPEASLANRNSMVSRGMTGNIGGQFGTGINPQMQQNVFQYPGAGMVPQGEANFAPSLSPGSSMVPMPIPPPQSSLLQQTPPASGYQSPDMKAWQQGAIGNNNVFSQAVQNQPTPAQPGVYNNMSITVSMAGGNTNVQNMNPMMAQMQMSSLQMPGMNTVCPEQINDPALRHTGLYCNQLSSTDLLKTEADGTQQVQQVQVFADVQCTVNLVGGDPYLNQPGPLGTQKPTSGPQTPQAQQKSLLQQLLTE
COUP-TFII inh: blocks human COUP-TFII nuclear receptor. P24468. HEK293T NGFI-A luciferase reporter, luminescence. inhibition, % at 8.6 µM. actives 0.7% (n = 370,000). AID 686940;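 active = inhibition above a per-plate cutoff, mean inhibition of test wells between control levels plus 3 SD, cut at about 38% in these data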;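 also: cells cotransfected with COUP-TFII expression vector driving the NGFI-A reporter; 0% = median of COUP-TF2 test wells and 100% = reporter-only cells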
SRC3 inh: inhibitors of human steroid receptor coactivator 3 (SRC3); Q9Y6Q9; HEK293 GAL4-SRC3 luciferase reporter, luminescence; inhibition, % at 3.6 µM; actives 0.17% (n = 360,000);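 active = inhibition above a per-campaign cutoff, the mean of all compounds plus 3 SD, cut at about 60% in these data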;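 also: 0% = DMSO-treated cells and 100% = gossypol-treated cells at 36 µM; higher means less SRC3-driven luciferase light from the GAL4 reporter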
TROY NFkB inh: TROY signaling inhibition; Q293 LMP1-TROYcd NF-kB luciferase reporter, 4 h; inhibition, % at 10 µM; actives 0.98% (n = 360,000); AID 1347056;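 active = compounds whose plate-normalised and pattern-corrected inhibition of the luciferase reporter signal at the single screening dose is 50% or more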
CF NFkB inh: inhibitors of cystic fibrosis induced NF-kB; inhibition, % at 5 µM; AID 588850; KKLEB NF-kB-GFP reporter, PAF-induced, GFP fluorescence overnight; actives 0.86% (n = 360,000);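 active = at least 50% inhibition at 5 µM, scaled per plate between neutral and stimulator controls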;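 also: PAF is a Pseudomonas aeruginosa culture filtrate used as stimulus; plate controls were PAF-stimulated DMSO wells for no effect and unstimulated DMSO wells for full effect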
EBV LMP1 NFkB: Epstein-Barr LMP1 NF-kappaB reporter inhibition | LMP1-induced NF-kappaB luciferase reporter cells, luminescence | inhibition, % at 12.5 µM | actives 0.69% (n = 350,000); in the data active = inhibition above about 41%;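 also: 0% = neutral control wells and 100% = reference inhibitor control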
TRAIL sens C8: caspase-8 TRAIL sensitization; AID 624354; inhibition (viability loss, TRAIL sensitization), % at 10 µM; NB7+C8 cells + TRAIL, ATPlite viability luminescence; actives 1% (n = 360,000);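 active = compounds causing at least 50% loss of cell viability in the single-dose screen, relative to plate controls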
* = called active by the depositor. Rows are unselected; overall some 4.2% were active at least once.

Screening COc1cc(/C=C2/SC(=S)N(Cc3ccccc3)C2=O)ccc1OS(C)(=O)=O returned SRC2 inh -6, KKLEB tox -6, LRH-1 inv ag -2, TWEAK-Fn14 inh -32, NCOA1 inh -3, COUP-TFII inh 18, SRC3 inh -39, TROY NFkB inh -25, CF NFkB inh 2, EBV LMP1 NFkB 39 and TRAIL sens C8 41.
Screening CC(C)(C)OC(=O)C[C@@H]1C/C=C\C[C@H](CC(=O)N(CCO)Cc2ccccc2)C(=O)NCCOC1=O returned SRC2 inh -9, KKLEB tox 6, LRH-1 inv ag 16, TWEAK-Fn14 inh 10, NCOA1 inh 8, COUP-TFII inh 3, SRC3 inh -13, TROY NFkB inh 0, CF NFkB inh -4, EBV LMP1 NFkB 8 and TRAIL sens C8 -4.
`Cc1noc(C)c1COc1ccccc1C(=O)NCCc1ccc(Cl)cc1` gave SRC2 inh -72, KKLEB tox -6, LRH-1 inv ag -31, TWEAK-Fn14 inh -20, NCOA1 inh -36, COUP-TFII inh -19, SRC3 inh 8, TROY NFkB inh -63, CF NFkB inh 8, EBV LMP1 NFkB -6 and TRAIL sens C8 12.
Screening Cc1nn(-c2ccc(N3CCOCC3)nn2)c(C)c1CCC(=O)NCc1ccccc1 returned SRC2 inh -19, KKLEB tox 7, LRH-1 inv ag 1, TWEAK-Fn14 inh 3, NCOA1 inh -5, COUP-TFII inh -4, SRC3 inh 12, TROY NFkB inh -9, CF NFkB inh -16, EBV LMP1 NFkB 0 and TRAIL sens C8 -32.
O=C(NCCCN1CCCC1=O)Nc1ccc(F)c(Cl)c1 was read as SRC2 inh -50, KKLEB tox 7, LRH-1 inv ag -25, TWEAK-Fn14 inh -7, NCOA1 inh -37, COUP-TFII inh -35, SRC3 inh -21, TROY NFkB inh -30, CF NFkB inh -1, EBV LMP1 NFkB -8 and TRAIL sens C8 -9.
`CCOc1ccc(N2CC(C(=O)Nc3cc(C)on3)CC2=O)cc1` (stereo not drawn) gave SRC2 inh 17, KKLEB tox -4, LRH-1 inv ag 11, TWEAK-Fn14 inh -12, NCOA1 inh -8, COUP-TFII inh 15, SRC3 inh 8, TROY NFkB inh -6, CF NFkB inh -9, EBV LMP1 NFkB 5 and TRAIL sens C8 4.
CCCCn1c(N)c(N(CC)C(=O)CSCc2c(C)noc2C)c(=O)[nH]c1=O was read as SRC2 inh -29, KKLEB tox 23, LRH-1 inv ag 7, TWEAK-Fn14 inh 0, NCOA1 inh -13, COUP-TFII inh -6, SRC3 inh 5, TROY NFkB inh 5, CF NFkB inh -15, EBV LMP1 NFkB -19 and TRAIL sens C8 -2.
Screening COc1ccccc1/C=C1\N=C(C(C)(C)C)OC1=O returned SRC2 inh -9, KKLEB tox 9, LRH-1 inv ag -3, TWEAK-Fn14 inh -9, NCOA1 inh 6, COUP-TFII inh -3, SRC3 inh 7, TROY NFkB inh -12, CF NFkB inh -4, EBV LMP1 NFkB 2 and TRAIL sens C8 3.
For Nc1cccc(C(=O)N/N=C/c2ccsc2)c1 the results were SRC2 inh -43, KKLEB tox 1, LRH-1 inv ag -26, TWEAK-Fn14 inh -1, NCOA1 inh -26, COUP-TFII inh -2, SRC3 inh -29, TROY NFkB inh -31, CF NFkB inh 1, EBV LMP1 NFkB 2 and TRAIL sens C8 2.
Cc1c(C(=O)N2CCCCCC2)nnn1-c1nonc1N was read as SRC2 inh -5, KKLEB tox -2, LRH-1 inv ag -4, TWEAK-Fn14 inh -8, NCOA1 inh -18, COUP-TFII inh -2, SRC3 inh -15, TROY NFkB inh -15, CF NFkB inh 7, EBV LMP1 NFkB -3 and TRAIL sens C8 -11.
Screening COc1ccc(CN(C(=O)c2ccco2)c2ccc(C)c(C)c2)cc1 returned SRC2 inh -30, KKLEB tox -14, LRH-1 inv ag 1, TWEAK-Fn14 inh -3, NCOA1 inh 6, COUP-TFII inh 28, SRC3 inh 7, TROY NFkB inh -10, CF NFkB inh 11, EBV LMP1 NFkB -4 and TRAIL sens C8 -18.
O=C(Nc1ccccc1C(=O)NCCCN1CCOCC1)c1ccc(F)cc1 was read as SRC2 inh -3, KKLEB tox 3, LRH-1 inv ag 3, TWEAK-Fn14 inh 7, NCOA1 inh -31, COUP-TFII inh -3, SRC3 inh -1, TROY NFkB inh -6, CF NFkB inh -46, EBV LMP1 NFkB -4 and TRAIL sens C8 2.
`COC(=O)C(C)N1C(=O)S/C(=C\c2cc(C)n(-c3ccccn3)c2C)C1=O` (stereo not drawn) gave SRC2 inh -41, KKLEB tox -2, LRH-1 inv ag -109, TWEAK-Fn14 inh 25, NCOA1 inh -126, COUP-TFII inh -24, SRC3 inh -56, TROY NFkB inh -12, CF NFkB inh -4, EBV LMP1 NFkB -2 and TRAIL sens C8 60*.
Screening C[N+](C)(C)CCNC(=O)c1c(O)c2c([nH]c1=O)CCCC2 returned SRC2 inh -2, KKLEB tox 3, LRH-1 inv ag -2, TWEAK-Fn14 inh -8, NCOA1 inh 2, COUP-TFII inh 4, SRC3 inh 16, TROY NFkB inh -6, CF NFkB inh 3, EBV LMP1 NFkB 2 and TRAIL sens C8 -8.
For COc1ccc(-c2nc(C)c(C(C)=O)n2O)cc1[N+](=O)[O-] the results were SRC2 inh -15, KKLEB tox 1, LRH-1 inv ag 13, TWEAK-Fn14 inh 3, NCOA1 inh -1, COUP-TFII inh 12, SRC3 inh 12, TROY NFkB inh -9, CF NFkB inh 7, EBV LMP1 NFkB 7 and TRAIL sens C8 10.
CCCC(C)NC(=O)Cc1ccccc1 (stereo not drawn) was read as SRC2 inh -11, KKLEB tox 6, LRH-1 inv ag 25, TWEAK-Fn14 inh 2, NCOA1 inh 9, COUP-TFII inh -3, SRC3 inh -2, TROY NFkB inh 16, CF NFkB inh -3, EBV LMP1 NFkB -8 and TRAIL sens C8 -6.
Screening COc1ccc(-c2nc(CN3CCC(C(=O)NC4CCN(Cc5ccccc5)CC4)CC3)c(C)o2)cc1OC returned SRC2 inh 15, KKLEB tox -10, LRH-1 inv ag -3, TWEAK-Fn14 inh -33, NCOA1 inh 8, COUP-TFII inh -22, SRC3 inh -21, TROY NFkB inh 2, CF NFkB inh 10, EBV LMP1 NFkB -12 and TRAIL sens C8 16.
For CCC(C)(C(=O)NC1CCCC1)N(Cc1ccco1)C(=O)c1ccccn1 (stereo not drawn) the results were SRC2 inh -6, KKLEB tox -9, LRH-1 inv ag 5, TWEAK-Fn14 inh 14, NCOA1 inh -14, COUP-TFII inh 8, SRC3 inh -16, TROY NFkB inh -3, CF NFkB inh -12, EBV LMP1 NFkB -1 and TRAIL sens C8 -4.
Screening COC(=O)[C@]12CCCCC=C1N(Cc1cccc3ccccc13)C(=O)[C@H](CC(=O)N1CCCCC1)C2 returned SRC2 inh 9, LRH-1 inv ag 16, TWEAK-Fn14 inh 10, COUP-TFII inh 2, TROY NFkB inh 9 and TRAIL sens C8 -1.
For COc1ccccc1N1CCN(C(=O)c2cc3c(s2)CCCCC3)CC1 the results were SRC2 inh 2, KKLEB tox 1, LRH-1 inv ag -16, TWEAK-Fn14 inh -19, NCOA1 inh -1, COUP-TFII inh -8, SRC3 inh 23, TROY NFkB inh -7, CF NFkB inh 3, EBV LMP1 NFkB -2 and TRAIL sens C8 -13.
Screening COCCn1nnnc1C(c1ccccc1Cl)N1CCN(c2ccccc2OC)CC1 (stereo not drawn) returned SRC2 inh -6, KKLEB tox -2, LRH-1 inv ag -7, TWEAK-Fn14 inh 10, NCOA1 inh -2, COUP-TFII inh -14, SRC3 inh 7, TROY NFkB inh 23, CF NFkB inh -1, EBV LMP1 NFkB -1 and TRAIL sens C8 1.
`O=C(NNC1=C(C(=O)C(F)(F)F)CCC1)c1cccnc1` gave SRC2 inh 15, KKLEB tox 11, LRH-1 inv ag -24, TWEAK-Fn14 inh 4, NCOA1 inh -13, COUP-TFII inh -12, SRC3 inh 9, TROY NFkB inh -8, CF NFkB inh -5, EBV LMP1 NFkB -3 and TRAIL sens C8 3.
`COc1ccc(-c2cc(=O)oc3cc(OC(=O)C4CCCCC4)c(Cl)cc23)cc1` gave SRC2 inh 43, KKLEB tox -16, LRH-1 inv ag 19, TWEAK-Fn14 inh 84*, NCOA1 inh 54, COUP-TFII inh 34, SRC3 inh 44, TROY NFkB inh 58*, CF NFkB inh 88*, EBV LMP1 NFkB 34 and TRAIL sens C8 -12.
Screening CCOc1ccc(CC(=O)NCc2cn3c(C)csc3n2)cc1 returned SRC2 inh 13, KKLEB tox -3, LRH-1 inv ag -5, TWEAK-Fn14 inh 6, NCOA1 inh -17, COUP-TFII inh -9, SRC3 inh -17, TROY NFkB inh 14, CF NFkB inh -6, EBV LMP1 NFkB -2 and TRAIL sens C8 11.
For C#CCOCCOCCOCCNc1nc(N2CCN(C(=O)Cn3cc(CCO)nn3)CC2)nc(N2CCN(C(=O)[C@H]([C@@H](C)O)n3cc(CCCCN)nn3)CC2)n1 the results were SRC2 inh 9, KKLEB tox -17, LRH-1 inv ag -5, TWEAK-Fn14 inh 7, NCOA1 inh -8, COUP-TFII inh 2, SRC3 inh -13, TROY NFkB inh 2, CF NFkB inh -15, EBV LMP1 NFkB 1 and TRAIL sens C8 -3.
Cc1cc(C)c(C)c(S(=O)(=O)N2CCC(C(=O)NCCCN3CCCC3=O)CC2)c1C was read as SRC2 inh -13, KKLEB tox 15, LRH-1 inv ag 0, TWEAK-Fn14 inh 8, NCOA1 inh -3, COUP-TFII inh -10, SRC3 inh 8, TROY NFkB inh 10, CF NFkB inh 16, EBV LMP1 NFkB 2 and TRAIL sens C8 -1.
Cc1nc2ccc(NC(=O)c3ccccc3)cc2s1 was read as SRC2 inh -48, KKLEB tox 4, LRH-1 inv ag -107, TWEAK-Fn14 inh -30, NCOA1 inh -50, COUP-TFII inh -15, SRC3 inh -64, TROY NFkB inh -62, CF NFkB inh 4, EBV LMP1 NFkB -6 and TRAIL sens C8 8.

3 structures out of the list, ordered by count of non-hydrogen atoms, rising.
CCCC(C)NC(=O)Cc1ccccc1 (stereo not drawn) was read as SRC2 inh -11, KKLEB tox 6, LRH-1 inv ag 25, TWEAK-Fn14 inh 2, NCOA1 inh 9, COUP-TFII inh -3, SRC3 inh -2, TROY NFkB inh 16, CF NFkB inh -3, EBV LMP1 NFkB -8 and TRAIL sens C8 -6.
For COc1ccccc1N1CCN(C(=O)c2cc3c(s2)CCCCC3)CC1 the results were SRC2 inh 2, KKLEB tox 1, LRH-1 inv ag -16, TWEAK-Fn14 inh -19, NCOA1 inh -1, COUP-TFII inh -8, SRC3 inh 23, TROY NFkB inh -7, CF NFkB inh 3, EBV LMP1 NFkB -2 and TRAIL sens C8 -13.
For C#CCOCCOCCOCCNc1nc(N2CCN(C(=O)Cn3cc(CCO)nn3)CC2)nc(N2CCN(C(=O)[C@H]([C@@H](C)O)n3cc(CCCCN)nn3)CC2)n1 the results were SRC2 inh 9, KKLEB tox -17, LRH-1 inv ag -5, TWEAK-Fn14 inh 7, NCOA1 inh -8, COUP-TFII inh 2, SRC3 inh -13, TROY NFkB inh 2, CF NFkB inh -15, EBV LMP1 NFkB 1 and TRAIL sens C8 -3.

From PubChem BioAssay
